Screens deposited in PubChem BioAssay by National Center for Advancing Translational Sciences (NCATS).
TRHR PAM: qHTS for Small Molecule Agonists and Allosteric Enhancers of Human TRH Receptor: Primary Screen for Enhancers | Thyrotropin-releasing hormone receptor (Homo sapiens), P34981 | TRHR cells, fluo-8 calcium fluorescence, EC20 TRH enhancement | enhancement, % at 2 µM | 360,000 compounds, 0.66% hits | AID 493056, 2011; in the data active = enhancement above about 30%; also: 0% is about no effect
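TRHR-expressing cells loaded with fluo-8 calcium dye were read kinetically (ex 480/em 530) during compound addition, then stimulated with an EC20 of TRH (10 nM final). Enhancement of the Gq-mediated intracellular calcium response was scored.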
D2 ag: HTS Assay for Allosteric Agonists of the Human D2 Dopamine Receptor: Primary Screen for Agonists. AID 485358, 2010. D(2) dopamine receptor (Homo sapiens), P14416. 340,000 compounds, 0.53% hits. HEK293 T-REx D2 cells, calcium flux agonist mode. activation, % at 2 µM;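 active = activation over 3 SD above normal in the single-dose calcium agonist read, cut at about 30% in these data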; also: 0% is about no effect
Target sequence (P14416 whole entry, looked up): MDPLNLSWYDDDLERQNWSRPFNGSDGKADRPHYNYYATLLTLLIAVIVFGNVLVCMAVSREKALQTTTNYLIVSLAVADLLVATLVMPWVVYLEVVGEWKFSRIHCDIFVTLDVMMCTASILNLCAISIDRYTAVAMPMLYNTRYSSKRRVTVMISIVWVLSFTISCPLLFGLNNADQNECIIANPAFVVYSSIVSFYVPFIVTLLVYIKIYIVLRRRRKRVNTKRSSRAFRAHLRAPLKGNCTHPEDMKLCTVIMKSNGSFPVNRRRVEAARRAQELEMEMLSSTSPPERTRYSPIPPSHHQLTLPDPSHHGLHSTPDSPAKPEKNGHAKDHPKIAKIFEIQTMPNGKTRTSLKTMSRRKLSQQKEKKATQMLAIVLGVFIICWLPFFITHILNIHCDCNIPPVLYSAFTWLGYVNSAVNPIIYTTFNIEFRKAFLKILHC
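In this primary screen, compounds producing a positive calcium signal within 180 s of addition to tetracycline-induced, force-coupled HEK293 Trex D2 cells are flagged; cells are dye-loaded with a no-wash calcium kit beforehand.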
Pin1 inh: qHTS Assay to Find Inhibitors of Pin1; Potency, µM (titrated, usually from 115 µM), inactives show at the top dose activity, negative = inhibition, most hits filed as inhibitors; 390,000 compounds, 0.009% hits; Pin1 FP peptide displacement, HiFluor488, 10 min; active = well fitted inhibition curve with a large enough effect in the polarisation, with a control signal flat, not every such curve was filed as active; inconclusive = small, poorly fitted or top-dose-only effect, or effect the other way, or a change in a side signal; inactive = no such curve, though single readings can be large or run the other way; the % refers to the polarisation; also: potency is read from the fitted curve at half-maximal effect; % is scaled to controls: 0 for no effect and ±100 for the full control effect
Target sequence (Q13526 whole entry, looked up): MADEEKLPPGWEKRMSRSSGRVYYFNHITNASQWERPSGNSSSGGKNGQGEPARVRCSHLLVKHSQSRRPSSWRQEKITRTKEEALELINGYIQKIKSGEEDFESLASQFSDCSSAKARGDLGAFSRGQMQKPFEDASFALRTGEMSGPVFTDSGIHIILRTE
USP1-UAF1 inh: Inhibitors of USP1/UAF1: Primary Screen; AID 743255, 2014; recombinant USP1/UAF1, Ub-Rhodamine cleavage fluorescence; Potency, µM (top dose mostly 57.1 µM), for the others: at the top dose activity change, negative = inhibition, most hits filed as inhibitors; 390,000 compounds, 0.23% hits; also: potency is read from the fitted curve at half-maximal effect; % is scaled to controls: 0 for no effect and ±100 for the full control effect; nearly all actives have a fitted effect of over 60% in size; inactives centre near -12
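In this screen, compounds sit with the deubiquitinase complex (1nM) for 15 min at room temperature before Ub-Rho is added at 150nM final. Fluorescence rise is then followed for 6 reads every 60 seconds.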
TrxR1 substrate: qHTS Assay for Substrates of Mammalian Selenoprotein Thioredoxin Reductase 1 (TrxR1): qHTS; 390,000 compounds, 0.01% hits; AID 588456, 2011; Thioredoxin reductase 1, cytoplasmic (Rattus norvegicus), O89049; purified TrxR1 substrate turnover, NADPH consumption readout; Potency, µM (highest dose often 114 µM), for inactives: at the top dose activity change, negative = substrate turnover; also: potency is read from the fitted curve at half-maximal effect; % is scaled to controls: 0 for no effect and ±100 for the full control effect; nearly all actives have a fitted effect of over 50% in size
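Rat TrxR1, dispensed at 90 nM, was prereduced with 400 uM NADPH (final) for 5 min at ~22 deg C, then incubated with compound 15 min before 400 uM selenite. A first-read NADPH fluorescence drop versus no-compound background flagged substrates.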
mIDH1 inhibitor: qHTS for Inhibitors of mutant isocitrate dehydrogenase 1 (IDH1): qHTS. AID 602179, 2012. 390,000 compounds, 0.093% hits. Potency, µM (titrated, usually from 76.6 µM), for inactives: at the highest dose activity change, negative = inhibition, usual class: inhibitors. IDH1-R132H enzyme, NADPH consumption, diaphorase/resazurin fluorescence. Isocitrate dehydrogenase [NADP] cytoplasmic (Homo sapiens), O75874; also: potency is read from the fitted curve at half-maximal effect; % is scaled to controls: 0 for no effect and ±100 for the full control effect; nearly all actives have a fitted effect of over 65% in size
Target sequence (O75874 whole entry R132H, stated change not applied): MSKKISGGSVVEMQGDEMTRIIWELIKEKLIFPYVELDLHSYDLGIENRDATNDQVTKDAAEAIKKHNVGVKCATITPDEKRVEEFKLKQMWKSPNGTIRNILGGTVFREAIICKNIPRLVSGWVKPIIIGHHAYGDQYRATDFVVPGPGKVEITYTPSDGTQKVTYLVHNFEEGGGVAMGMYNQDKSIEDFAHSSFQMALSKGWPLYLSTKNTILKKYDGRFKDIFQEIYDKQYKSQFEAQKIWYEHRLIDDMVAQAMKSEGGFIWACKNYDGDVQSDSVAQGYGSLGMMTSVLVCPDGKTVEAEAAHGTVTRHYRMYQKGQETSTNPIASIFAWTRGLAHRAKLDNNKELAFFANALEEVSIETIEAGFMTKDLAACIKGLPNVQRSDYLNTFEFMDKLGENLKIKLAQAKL
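IDH1-R132H (0.5 ug/mL dispensed) in pH 7.5 Tris buffer was preincubated 30 min with compound, then given a substrate mix of 0.016 mM NADPH and 2 mM alpha-KG for 80 min at room temperature; remaining NADPH was read by diaphorase/resazurin fluorescence.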
TRHR agonist: qHTS for Small Molecule Agonists and Allosteric Enhancers of Human TRH Receptor: Primary Screen for Agonists. Thyrotropin-releasing hormone receptor (Homo sapiens), P34981. TRHR cells, calcium flux fluo-8, FDSS agonist mode. activation, % at 2 µM. 360,000 compounds, 0.18% hits; in the data active = activation above about 30%; also: 0% is about no effect
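Agonist-mode FDSS calcium read (Ex 480/Em 530, 1 s cycles) in 1536-well TRHR cells with fluo-8 dye, after 10-cycle baseline and 23 nL compound addition; TRH at EC20 (10 nM final) added afterwards for the enhancer phase.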
D2 antag: HTS Assay for Allosteric Antagonists of the Human D2 Dopamine Receptor: Primary Screen for Antagonists | 340,000 compounds, 2% hits | inhibition, % at 10 µM | AID 485344, 2010 | HEK293 TREx D2 cells, calcium flux, dopamine EC80 | D(2) dopamine receptor (Homo sapiens), P14416; in the data active = inhibition above about 30%; also: 0% is about no effect
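Overnight-induced (tetracycline, 30 C) HEK293 T-REx cells carrying force-coupled D2 receive a no-wash calcium dye, then compound, then EC80 dopamine at 180 s; signals are read kinetically throughout.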
rTrxR1 inhibitor: qHTS Assay for Inhibitors of Mammalian Selenoprotein Thioredoxin Reductase 1 (TrxR1): qHTS. Thioredoxin reductase 1, cytoplasmic (Rattus norvegicus), O89049. recombinant rTrxR1, NADPH fluorescence consumption, selenite substrate. Potency, µM (titrated, usually from 114 µM), without a hit: top-dose activity change, negative = inhibition, usual class: inhibitors. 390,000 compounds, 1% hits; also: potency is read from the fitted curve at half-maximal effect; % is scaled to controls: 0 for no effect and ±100 for the full control effect; nearly all actives have a fitted effect of over 65% in size
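Rat TrxR1 (90 nM in the dispensed reagent) was pre-reduced with 400 uM NADPH for 5 min at room temperature, then incubated with compound for 15 min. After 400 uM selenite was added, NADPH fluorescence (Ex 340/Em 450 nm) was followed for 8 min.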
The depositor's hits bear a star; ? = inconclusive; . = not tested or not shown; [ ] = dose if it differs, or a comment. Unless noted, calls follow the shape of the dose curve; as a rule, active = well fitted inhibition curve with a large enough effect; inconclusive = small, poorly fitted or top-dose-only effect; inactive = no such curve, though single readings can be large or run the other way. Some of the compounds tested (hit frequency here may not be typical).

Preview:
SMILES	TRHR PAM	D2 ag	Pin1 inh	USP1-UAF1 inh	TrxR1 substrate	mIDH1 inhibitor	TRHR agonist	D2 antag	rTrxR1 inhibitor
Cc1cccc(-n2nnc(C(=O)N3CCc4ccccc4C3)c2N)c1	.	.	-10%	-7%	1%[57.1 µM]	3%	.	.	38%[activator][57.1 µM]
CCCS(=O)(=O)N1CCN(CC2CC=CCC2)CC1 (centres undefined)	-1	-0.9	-8%	-1%	-10%	13%	-0.4	8	-2%
Cc1cccc(Cn2c(=O)n(CCCC(=O)NCc3ccco3)c(=O)c3ccccc32)c1	0	-1.9	9%	-13%	1%	7%	-2.4	2	-8%
Cc1ccc(C)c(N2CCN(CCCNC(=O)Cn3cccc3C(=O)c3ccccc3C)CC2)c1	8	0.9	-2%	-8%	5%[57.1 µM]	0%	0.2	12	8%[57.1 µM]

This part in full, from the first entry:
SMILES	TRHR PAM	D2 ag	Pin1 inh	USP1-UAF1 inh	TrxR1 substrate	mIDH1 inhibitor	TRHR agonist	D2 antag	rTrxR1 inhibitor
Cc1cccc(-n2nnc(C(=O)N3CCc4ccccc4C3)c2N)c1	.	.	-10%	-7%	1%[57.1 µM]	3%	.	.	38%[activator][57.1 µM]
CCCS(=O)(=O)N1CCN(CC2CC=CCC2)CC1 (centres undefined)	-1	-0.9	-8%	-1%	-10%	13%	-0.4	8	-2%
Cc1cccc(Cn2c(=O)n(CCCC(=O)NCc3ccco3)c(=O)c3ccccc32)c1	0	-1.9	9%	-13%	1%	7%	-2.4	2	-8%
Cc1ccc(C)c(N2CCN(CCCNC(=O)Cn3cccc3C(=O)c3ccccc3C)CC2)c1	8	0.9	-2%	-8%	5%[57.1 µM]	0%	0.2	12	8%[57.1 µM]
Cc1ccc(C(=O)N2CCN(c3ccc([N+](=O)[O-])cc3)CC2)o1	-3	-0.4	14%	-19%	4%	-5%	-0.2	1	-1%
O=C(Nc1cccc(S(=O)(=O)N2CCOCC2)c1)c1ccc(N2CCOCC2)c([N+](=O)[O-])c1	2	2.1	?	-3%	-11%	7%	0.8	3	-14%
CC(=O)Nc1cc(NC(C)=O)cc(C(=O)OCC(=O)N(c2ccccc2)C2CCS(=O)(=O)C2)c1 (centres undefined)	1	.	?	-14%	2%	15%	0.2	.	-3%
NC(=O)c1ccc[n+](CC(=O)c2ccc(Br)cc2)c1	16	.	0%	-23%	4%	11%	1.1	.	-3%
CCOC(=O)c1cc(C)[nH]c(=O)c1C#N	7	0.1	-10%	-14%	282%[activator][57.1 µM]	3%	-1.8	-17	27%
O=C(Oc1ccc(/C=N/NC(=O)c2ccccn2)cc1)c1ccc(Br)cc1	.	.	4%	-13%	-4%	-13%	.	.	-4%
CCN(CC)S(=O)(=O)c1cc(NC(=O)CSc2n[nH]c(N)n2)ccc1C	1	0.5	-2%	-17%	8%	13%	0.1	-12	22%
C=CCn1c(Cc2ccc(OCC)cc2)nnc1SCC(N)=O	-2	3.4	-10%	-12%	1%	3%	-0.1	3	21%
COc1cc(NC(=O)Nc2ccc(C)cc2)cc([N+](=O)[O-])c1	-8	0.7	-8%	-10%	3%[57.1 µM]	4%	1.3	-4	-7%[57.1 µM]
Cc1cccc(C(=O)NCc2cn3cccc(C)c3n2)c1	-5	.	2%	5%	0%	5%	-0.1	.	19%
CCc1ccccc1NC(=O)CSc1nc2ccccc2nc1Cc1cccc(OC)c1	14	1.5	-5%	13%	2%[57.1 µM]	5%	0.7	.	8%[57.1 µM]
COC(=O)c1cc(CNC(=O)c2cccc(Cl)c2)ccc1OC	1	-1.5	-9%	-16%	-12%[57.1 µM]	3%	-1.5	-11	-28%[57.1 µM]
CC(=O)c1cccc(OC(=O)c2cc(S(=O)(=O)N3CCOCC3)ccc2N2CCCC2)c1	3	-0.8	36%[activator]	-22%	-2%	11%	-0.2	22	10%
N#CCc1c(C#N)c(N)nc(N2CCN(C=O)CC2)c1C#N	0	0.5	14%	-19%	0%[57.1 µM]	0%	0.9	6	?
O=S(=O)(NCC(c1ccco1)S(=O)(=O)c1ccccc1)c1ccccc1 (centres undefined)	6	0.9	-8%	-19%	-1%[57.1 µM]	0%	0.4	.	11%[57.1 µM]
COc1ccc(NC(=O)c2ccc3c(c2)nnn3C2CCCC2)cc1Cl	-2	-0.5	-1%	2%	-2%[57.1 µM]	0%	0.8	.	-3%[57.1 µM]
Cc1ccc([N+](=O)[O-])c(OCCCN2C(=O)NC(C)(C)C2=O)c1	-5	1.8	4%	-11%	-1%	19%	0.1	-8	1%
CCn1ccc2cc(S(=O)(=O)N3CCC(C(=O)NCCc4ccc(C)cc4)CC3)ccc21	2	0.1	1%	-27%	6%[57.1 µM]	-4%	0.0	.	26%[57.1 µM]
CC(=O)c1ccc(NC(=O)CSc2nnc(NC(=O)Nc3ccccc3)s2)cc1	-6	1.1	7%	-27%	0%[57.1 µM]	1%	0.8	.	9%[57.1 µM]
CNCc1ccccc1OCC(=O)Nc1ccccc1OC	-3	0.1	2%	1%	3%	0%	0.2	-6	?
COc1ccc(CNC(=O)CN2C(=O)CC(c3ccc(C)c(C)c3)=Nc3ccccc32)cc1	2	.	-3%	-13%	2%[57.1 µM]	-14%	0.3	.	13%[57.1 µM]
Cc1ccc(S(=O)(=O)Nc2ccc3c(c2)CCC3)cc1	17	-0.8	0%	-9%	-18%	0%	-1.3	-9	-3%
Cc1cccc(NC(=O)CSc2nnc(-c3ccco3)n2CC2CCCO2)n1 (centres undefined)	-8	0.3	1%	-5%	2%	9%	2.8	7	5%
O=C(O)CC(NS(=O)(=O)c1ccc(Br)cc1)c1ccco1 (centres undefined)	-9	0.1	-13%	-20%	12%	0%	0.8	-15	?
O=C(NC(=S)Nc1cccc(-c2ccc(CO)o2)c1)c1cccs1	5	2.0	3%	-10%	-7%	-3%	1.5	11	40µM*
O=C(NCCc1cnc[nH]1)Nc1cccc(C(F)(F)F)c1	-2	0.2	-1%	-2%	-5%	0%	1.4	40*	57%[2.29 µM]
CN(C(=O)Nc1ccccc1)C1CCCc2ccccc21 (centres undefined)	4	-0.5	-1%	-12%	-6%[0.457 µM]	2%	0.5	30*	19%
O=C1CC(c2cccs2)Cc2nc(NCC3CCCO3)ncc21 (centres undefined)	-8	1.1	3%	-10%	2%	3%	-0.5	-2	6%
COc1c(-c2ccccc2)oc2c(ccc3occc32)c1=O	-5	-0.1	?	-6%	4%	-7%	3.5	-6	17%
Cc1ccc(-c2nnc(CN3CCCCC3C)o2)cc1 (centres undefined)	7	-0.4	-13%	1%	0%	24%	-0.4	-2	14%
CC(Oc1ccccc1)C(=O)Nc1ccc(S(=O)(=O)N2CCN(C)CC2)cc1 (centres undefined)	2	1.2	0%	-9%	13%	7%	-0.7	6	28%
O=C(CCC(=O)Nc1ccccc1Cl)N/N=C/c1ccccc1	13	-0.2	-2%	-11%	-9%	23%	-0.5	-14	-10%
Cc1ccc(CCNC(=O)c2cc(S(=O)(=O)N3CCOCC3)cn2C)cc1	3	-0.4	-7%	-16%	6%[57.1 µM]	11%	0.1	-9	28%[57.1 µM]
Cc1cc(-c2ccc(Cl)cc2)c(C#N)c(N)n1	1	-0.4	13%	-1%	41%[activator][57.1 µM]	10%	-0.2	-8	7%[57.1 µM]
COC(=O)c1c(NC(=O)c2ccco2)sc(C(=O)N2CCCC2)c1C	7	1.0	3%	-3%	2%	2%	-0.2	-6	-1%
CCc1nc2oc3cc(OC)ccc3c(=O)c2c(=O)n1-c1ccccc1	-4	-1.5	-2%	4%	-1%	12%	0.5	-25	10%
Cc1ccc(NC(=O)NNC(=O)C2CC(c3cccs3)=NO2)cc1 (centres undefined)	4	1.3	-6%	-18%	2%	17%	0.4	1	19%
CCCCn1c(N)c(N(CC(C)C)C(=O)c2ccc(S(=O)(=O)N3CCCCCC3)cc2)c(=O)[nH]c1=O	-10	0.4	3%	-6%	-3%	-2%	0.0	-2	2%
Cn1cnnc1SCC(=O)NCCc1ccccc1	3	0.3	-1%	0%	19%	1%	0.4	-6	39%[activator]
COc1nc(C#N)c(N2CCOCC2)o1	-6	-0.3	-15%	-13%	-5%	-1%	-0.6	-3	0%
COCCCNC(=S)NNC(=O)c1csc(C)n1	1	1.2	0%	-20%	0%	12%	0.6	-4	9%
CCCCNC(=O)[C@H]1N2C(=O)c3c(ccc(OC)c3OC)C2SC1(C)C (some centres undefined)	-8	1.2	-6%	-15%	7%	15%	-0.1	-10	20%
Nc1ncnc2c1ncn2C1OC(CO)C(O)C1N (centres undefined)	-3	1.3	3%	-19%	8%	5%	-0.7	8	4%
CC(=O)NCCNc1nc2c(S(=O)(=O)c3ccc(C)c(C)c3)nnn2c2ccc(Cl)cc12	-4	-0.1	33%[activator]	?	148%[activator]	-12%	0.4	.	95%[activator]
CCOCCc1nn2c(=O)cc(CSCC(=O)Nc3cccc(C)c3C)nc2s1	14	.	1%	-23%	17%	4%	0.3	.	23%
